ERK EGF block: qHTS Assay for Inhibitors of the ERK Signaling Pathway using a Homogeneous Screening Assay; Stimulation with EGF; Potency, µM (doses to about 11.5 µM), without a hit: at the top dose activity change, negative = inhibition, usual class: inhibitors; HEK293-V1b, EGF-stimulated phospho-ERK AlphaScreen; AID 1454, 2008; actives 0.41% (n = 130,000); active means well fitted inhibition curve with a large enough effect; inconclusive means small, poorly fitted or top-dose-only effect, or effect the other way;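 further: plate controls were stimulated vehicle wells for no effect and unstimulated vehicle basal for full effect; nearly all actives have a fitted effect of over 55% in size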
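Readout: AlphaScreen signal for phosphorylated ERK in lysed HEK293 cells stably expressing V1b. Stimulus 25 nM EGF, 5 min, following 30 min compound exposure. Data scaled to DMSO basal and full EGF activation.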
* marks the source's active call; other numbers are inactive results; ? = inconclusive; [ ] = remark or other dose. Potency means the concentration at half of the fitted maximal effect. The list is partial; the hit share may differ from the screen's.

SMILES	ERK EGF block
CN1CCN(c2ncc3nc(CCc4ccccc4)c(=O)n(Cc4ccc(F)cc4)c3n2)CC1	?
COc1ccc(/C=N/NC(=O)C2(C)NC(C)(C)Cc3ccccc32)cc1 (configuration not stated)	-10.9%
COc1ccc(Cl)cc1NC(=O)N1CCC(C)CC1	4.8%
O=C(O)CC1S/C(=N\N=C2CCCCCCC2)N(c2ccccc2)C1=O (configuration not stated)	-5.5%
Cc1ccc(C(=O)N2CCC(C(=O)NCc3cccnc3)CC2)cc1	1.0%
CCOC(=O)CN1C(c2ccccc2O)Nc2ccc(Br)cc2C1c1ccccc1 (configuration not stated)	-13.5%
Cc1c(C)n(CC(O)CNc2ccccc2)c2ccccc12 (configuration not stated)	6.2%
CCN(CC)c1ccc(/C=N/N=C(N)N)c(O)c1	-2.6%
O=C(CNC(=O)c1ccc(Cl)cc1)OCc1nc2ccccc2s1	1.0%
CCOC(=O)c1cnc2ccc(Cl)cc2c1Nc1ccc(S(=O)(=O)Nc2ncccn2)cc1	-14.0%
CCCCC1=CC2=CC(=O)C(C)(OC(=O)CC)C(=O)C2=CN1CCCCO (configuration not stated)	-3.0%[57.5 µM]
CC1(C(=O)O)CCC(C(N)=O)C1(C)C (configuration not stated)	7.3%[57.5 µM]
Cn1cnc([N+](=O)[O-])c1Sc1ccc(Br)cc1	-14.3%
S=c1[nH]nc(CCc2nc3ccccc3[nH]2)n1-c1cccc(Cl)c1	-7.3%
COc1ccc2c(c1)CCC1C2=NN(/C(C)=C/C(C)=O)C1c1cccc(F)c1 (configuration not stated)	4.6%
O=c1c2cc(NC(=S)NCCCN3CCC(Cc4ccccc4)CC3)ccc2nc2n1CCCCC2	-6.0%
CC(C)(C)c1ccccc1NC(=O)c1c(O)c2cccc3c2n(c1=O)CC3	-13.8%
COc1cc(/C=C/C(=O)OCC(=O)Nc2cc(C(F)(F)F)ccc2N2CCOCC2)ccc1O	-8.7%
N#CCCN(Cc1ccccc1)C(=S)Nc1ccc(F)cc1	-6.4%[57.5 µM]
CCOC(=O)C(CC)Sc1ncnc2nc[nH]c12 (configuration not stated)	4.5%
Cc1cccc(OCC(=O)NC(Cc2ccccc2)C(=O)O)c1 (configuration not stated)	10.3%
CNS(=O)(=O)c1cccc(C(=O)NCC2(N3CCOCC3)CCCCC2)c1	7.9%
COc1ccc(C(=O)CSc2nnc(CN3CCCCC3)n2-c2ccc(F)cc2)cc1	-8.7%
O=C1CCC/C(=N\NC(=O)c2ccc(COc3cccc4cccnc34)cc2)C1	-7.8%
CC(Sc1nncs1)C(=O)NCC(=O)Nc1ccc(F)c(F)c1F (configuration not stated)	2.8%
(continued)
SMILES	ERK EGF block
CCO[C@H]1OC(C(=O)N2CCN(Cc3ccccc3)CC2)=C[C@@H](C)[C@@H]1CCCO	-0.7%[57.5 µM]
Cc1[nH]c(=O)c(C#N)c(C)c1Cc1ccc(Cl)cc1Cl	-35.2%
NC(=O)c1ccsc1NC(=O)c1ccc(S(=O)(=O)N2CCCc3ccccc32)cc1	?
Cc1nc2sccc2c(=O)n1N	-0.3%
COC(=O)c1c(NC(=O)COC(=O)[C@@H](NS(=O)(=O)c2ccc(C)cc2)C(C)C)sc2c1CCC2	7.5%
COC(=O)c1ccc(OCC(=O)c2cccc(OC)c2)cc1	-8.4%
COc1ccc(N2CCN(C(=O)CCC(=O)c3cc(C)sc3C)CC2)cc1	-4.3%
C=CCC(Nc1ccccc1)c1ccc(OC)c(OC)c1 (configuration not stated)	-2.6%[57.5 µM]
CCCCNC(=O)C1CC(c2ccc(C(F)(F)F)cc2)=NO1 (configuration not stated)	-1.7%[57.5 µM]
O=C(O)CCSc1nnc(COc2ccc([N+](=O)[O-])cc2)n1-c1ccccc1	4.4%
CCOC(=O)c1ccc(N2C(=O)CC(C)(CC)CC2=O)cc1	?
COc1ccccc1NC(=O)Cn1nc(-c2ccncc2)nc1SCC(=O)NC1CCCC1	-2.2%
Fc1ccc(NC(=S)NN2CCOCC2)cc1Cl	7.8%
CC(=O)c1ccc(N2CCN(S(=O)(=O)c3c(C)[nH]c(=O)[nH]c3=O)CC2)cc1	-2.7%
O=C(N1CCN(CCO)CC1)N1c2ccccc2CCc2ccccc21	-10.7%[57.5 µM]
COc1ccc(C2NC(=O)NC(C)=C2C(C)=O)cc1 (configuration not stated)	-0.1%
CCN1CCN(CC(O)COCc2cc(OC)c(OC)c(OC)c2)CC1 (configuration not stated)	-6.9%
Cc1ccc(N=Cc2c(C)[nH]n(-c3nc4ccccc4[nH]3)c2=O)cc1	7.8%
O=C(c1ccccc1)N1CCCCCC1	-31.7%
C#C[C@]1(O)CCC2C3CCC4=CC(=O)CCC4C3CC[C@@]21C (some centres not stated)	8.5%
CSC1=NC(C)N2C(SC)=NC(C)N12 (configuration not stated)	-11.3%[57.5 µM]
O=C(O)C(NS(=O)(=O)c1ccc(F)cc1)c1ccccc1 (configuration not stated)	-2.3%
CCN(CC)S(=O)(=O)c1cccc(C(=O)NCc2ccccc2)c1	5.3%
Cc1cccc(OCC(=O)NN2C(=O)C3C4C=CC(O4)C3C2=O)c1 (configuration not stated)	-3.8%
CCc1nnc(NC(=O)CSc2nnc(-c3ccccc3OC)n2-c2ccccc2)s1	1.3%
Further structures
SMILES	ERK EGF block
CC(=O)c1sc(-c2cccc(Cl)c2)nc1C	-3.2%
COc1cc(S(=O)(=O)NC2CCCCC2)c(C)cc1C	-5.3%
COc1cccc([C@@H]2Oc3ccc(Br)cc3C[C@H]2OC(=O)N[C@H](C)C2CCCCC2)c1	-19.0%
N#Cc1ccc(C(=O)Nc2cccc(NC(=O)c3ccco3)c2)c(F)c1	-3.2%
COc1ccc(NC2=C(Cl)C(=O)N(CCc3ccccc3)C2=O)cc1	4.6%
Cc1ccc(N2CCN(CC(O)COc3ccc([N+](=O)[O-])cc3)CC2)cc1 (configuration not stated)	7.6%
c1ccc2c(c1)OCC(CNc1ncnc3sccc13)O2 (configuration not stated)	?
CCCCCC(O)/C=C/C=C\CCCCCCCC(=O)O (configuration not stated)	3.8%
COC(=O)c1cc(NC(=O)c2ccccc2F)cc(C(=O)OC)c1	25.6%
CCCN(CCC)C(=O)c1ccccc1C(=O)N(CCC)CCC	-7.6%
Cc1occc1C(=O)N/N=C/c1ccccn1	-1.5%
S=C(NCc1cccnc1)Nc1cc(Cl)cc(Cl)c1	?
COC(=O)/C=C1\NC(=O)C(C)S1 (configuration not stated)	-9.6%
Nc1nc(-c2ccc(C(=O)O)cc2)cs1	-6.3%
CC(=O)c1cc(NC(=O)c2ccc(C)cc2)c(=O)oc1C	-4.8%
COC(=O)C(Cc1ccccc1)NS(=O)(=O)c1ccccc1Br (configuration not stated)	-6.6%[57.5 µM]
CCOC(=O)NC(=O)CSc1nc(-c2ccc(C)c(C)c2)cn1-c1ccccc1	-2.9%
Cc1cc2cc(C)c(NCCNC(=O)c3ccccc3)nc2cc1C	?
CCN(CC)c1ccc(N=Nc2ncn[nH]2)cc1	7.0%
COc1ccc(NS(=O)(=O)c2cc(NC(=O)c3ccc(=O)[nH]c3)ccc2N2CCOCC2)cc1	23.3%
CCOC(=O)C1CCC(CN(Cc2ccccc2)S(=O)(=O)c2ccc([N+](=O)[O-])cc2)CC1 (configuration not stated)	?
CC1CCN(C(=S)NC2CC3CCC2C3)CC1 (configuration not stated)	-1.5%
O=[N+]([O-])c1cc(Cl)c2cccnc2c1O	-6.5%
Cc1csc2c(=O)sc(NC(=O)c3cccs3)nc12	-7.6%[57.5 µM]
CN(C)c1cc[n+](CC(=O)N2c3ccccc3Sc3ccccc32)cc1	?

No new results follow: an excerpt of the list.
SMILES	ERK EGF block
CC(=O)c1sc(-c2cccc(Cl)c2)nc1C	-3.2%
COc1cc(S(=O)(=O)NC2CCCCC2)c(C)cc1C	-5.3%
COc1cccc([C@@H]2Oc3ccc(Br)cc3C[C@H]2OC(=O)N[C@H](C)C2CCCCC2)c1	-19.0%
N#Cc1ccc(C(=O)Nc2cccc(NC(=O)c3ccco3)c2)c(F)c1	-3.2%
COc1ccc(NC2=C(Cl)C(=O)N(CCc3ccccc3)C2=O)cc1	4.6%
Cc1ccc(N2CCN(CC(O)COc3ccc([N+](=O)[O-])cc3)CC2)cc1 (configuration not stated)	7.6%
c1ccc2c(c1)OCC(CNc1ncnc3sccc13)O2 (configuration not stated)	?
CCCCCC(O)/C=C/C=C\CCCCCCCC(=O)O (configuration not stated)	3.8%
COC(=O)c1cc(NC(=O)c2ccccc2F)cc(C(=O)OC)c1	25.6%
CCCN(CCC)C(=O)c1ccccc1C(=O)N(CCC)CCC	-7.6%
Cc1occc1C(=O)N/N=C/c1ccccn1	-1.5%
S=C(NCc1cccnc1)Nc1cc(Cl)cc(Cl)c1	?
COC(=O)/C=C1\NC(=O)C(C)S1 (configuration not stated)	-9.6%
Nc1nc(-c2ccc(C(=O)O)cc2)cs1	-6.3%
CC(=O)c1cc(NC(=O)c2ccc(C)cc2)c(=O)oc1C	-4.8%
COC(=O)C(Cc1ccccc1)NS(=O)(=O)c1ccccc1Br (configuration not stated)	-6.6%[57.5 µM]

Next section
SMILES	ERK EGF block
COc1cccc(CN(C)C(=O)c2csc3c2CCCC3)c1OC	-2.8%
CC(=O)c1ccc(OCCCC(=O)NC2CCCc3ccccc32)cc1 (configuration not stated)	-0.4%
OCCC1CN(Cc2cnc(-c3ccc(Cl)cc3)nc2)CCN1C1CCCCC1 (configuration not stated)	-3.5%
Cn1cc(Br)c(C(=O)NN2C(=O)C3C(C2=O)C2C=CC3C23CC3)n1 (configuration not stated)	-8.8%
Cc1ccc(C(=O)OCC(=O)NC(=O)c2cccn2C)cc1[N+](=O)[O-]	-1.3%[57.5 µM]
CCOC(=O)CSc1ncnc2c1cnn2-c1ccc(C)cc1C	0.4%
Nc1c(Cl)ncnc1N1CCN(c2ncnc(Cl)c2N)CC1	11.8%
O=C(NCC(c1ccco1)N1CCN(c2ccccc2)CC1)c1ccc2c(c1)OCO2 (configuration not stated)	-8.7%
O=C(COc1ccc([N+](=O)[O-])cc1)NCc1cccnc1	3.1%
COc1cccc(/C=N/NC(=S)Nc2cccc(S(=O)(=O)N(C)C)c2)c1	-10.7%[57.5 µM]
Cc1c(N=NC2=C(O)CC(C)(C)CC2=O)c(=O)n(-c2ccccc2)n1C	-1.6%
COc1ccc(C=C(C(C)=O)C(C)=O)cc1OC	8.6%
CCCn1c(N)c(C(=O)COc2ccc(Br)cc2F)c(=O)n(C)c1=O	-2.5%
CC(O)(C#CCN1CCCCC1)c1ccccc1 (configuration not stated)	8.2%
CCN(CC(=O)NC(C)(C)C)C(=O)c1ccc(Br)cc1	1.8%
Cc1nc2sc3c(c2c(=O)n1NC(=O)CCl)CCCC3	5.5%
Cc1cccc(N2CCN(C(=O)c3ccc4nc[nH]c4c3)CC2)c1C	22.5%
COC(=O)c1cc(C)sc1NC(=O)CC1Nc2ccccc2NC1=O (configuration not stated)	1.0%
COC(C(=O)NCc1ccc(C)cc1)c1ccccc1 (configuration not stated)	-0.5%
CC(=O)NC(=S)Nc1ccc(N2CCOCC2)c(S(=O)(=O)Nc2cc(Cl)ccc2Cl)c1	7.4%
CNS(=O)(=O)c1cc(C(=O)OCC(=O)NC2CCCc3ccccc32)ccc1Cl (configuration not stated)	0.2%
COc1cc(NS(=O)(=O)c2ccc(NC(=S)NC(=O)c3ccco3)cc2)nc(OC)n1	-9.1%[57.5 µM]
Cc1ccc(/C=N/NC(=O)CSc2nnc(-c3ccccc3)n2-c2ccc(Cl)cc2)o1	4.3%
COC(=O)c1ccc(COc2ncnc3sccc23)cc1	-3.5%
CC(C)NS(=O)(=O)c1ccc(OCC(=O)N2CCN(c3ccccc3)CC2)cc1	-8.0%
The list goes on.
SMILES	ERK EGF block
Cc1ccc(C)c(NC(=O)C(c2ccccc2)N2CCOCC2)c1 (configuration not stated)	0.5%
Cc1cccc(Cl)c1NC(=O)N1CCCN(c2ncccc2[N+](=O)[O-])CC1	-4.8%[57.5 µM]
Cc1ccccc1-c1nc(-n2ccnc2)c2ccccc2n1	12.9%
CC(C(=O)Nc1cccnc1)n1cc([N+](=O)[O-])cn1 (configuration not stated)	-1.5%
BrC(/C=N/N1CCN(Cc2ccccc2)CC1)=C/c1ccccc1	?
CCn1c(SCC(=O)c2cc(C)ccc2C)nc2cc(S(=O)(=O)N3CCOCC3)ccc21	-7.9%
Cc1cc(C(=O)CN2C(=O)NC(C)(c3ccccc3)C2=O)c(C)n1CC1CCCO1 (configuration not stated)	3.6%
O=C(CSc1nnc(CCCOc2ccc(Cl)cc2Cl)o1)Nc1ccc(C(=O)O)cc1	0.5%
Cc1nc2ccccn2c1C(=O)NNC(=S)Nc1ccccc1	-14.5%[57.5 µM]
CC1(C)CC[C@]2(C(=O)O)CC[C@@]3(C)C(=CCC4[C@@]5(C)CCC(O)[C@@](C)(CO)C5CC[C@@]43C)C2C1 (some centres not stated)	10.1%
NC(=O)[C@@H]1CCCNc2c(F)cc([N+](=O)[O-])cc2C(=O)N[C@@H](CCC(=O)O)C(=O)N[C@@H](CO)C(=O)N1	-4.7%
CC(/C=N/Nc1ccc2nncn2n1)=C\c1ccccc1	0.7%[57.5 µM]
CC(=O)Nc1ccc(NC(=O)c2ccc(NS(=O)(=O)c3cc(C(C)(C)C)ccc3C)cc2)cc1	-1.8%
COC(=O)c1sc(NC(=O)c2ccoc2C)nc1C	2.8%
CCCC(=O)Nc1cccc(S(=O)(=O)N(C)c2ccccc2)c1	?
O=[N+]([O-])c1ccc(S(=O)(=O)NCC(c2cccnc2)N2CCOCC2)cc1 (configuration not stated)	8.8%
O=C(Cn1cnc2cc([N+](=O)[O-])ccc2c1=O)NCc1ccccc1	4.8%
Cc1nc([N+](=O)[O-])cn1-c1ccc(N)cc1	-2.7%
Cc1ccc(C(=O)COC(=O)CCCC(=O)NC2CCCCC2)cc1[N+](=O)[O-]	2.7%

Screening data from PubChem BioAssay.
